Assay outcomes: PubChem BioAssay, Sanford-Burnham Center for Chemical Genomics
Gli-Sufu block – blocks Gli-Sufu signaling in a luciferase reporter. Sufu-KO-LIGHT fibroblasts, Gli luciferase reporter luminescence. inhibition, % at 5 µM. actives 0.74% (n = 340,000). AID 588413;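 active = inhibition above about 55%, limit read from the data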;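 also: 0% = DMSO-treated cells and 100% = wells with medium but no cells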
SENP8 block – SENP8 protease inhibition; Q96LD8; purified SENP8, Z-RLRGG-aminoluciferin cleavage, luminescence; inhibition, % at 10 µM; actives 1.2% (n = 330,000)
Target sequence (Q96LD8 whole entry, looked up): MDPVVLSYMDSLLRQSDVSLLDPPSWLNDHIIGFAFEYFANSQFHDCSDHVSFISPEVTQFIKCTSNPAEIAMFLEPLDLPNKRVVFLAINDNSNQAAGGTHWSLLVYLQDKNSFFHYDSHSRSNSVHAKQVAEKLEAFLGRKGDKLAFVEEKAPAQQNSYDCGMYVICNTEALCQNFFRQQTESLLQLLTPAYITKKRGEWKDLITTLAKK
Jurkat NFkB inh – inhibitors of the PMA/ionomycin-induced NF-kB reporter in Jurkat cells | PMA/ionomycin-induced NF-kB luciferase reporter, luminescence | inhibition, % at 4 µM | actives 0.53% (n = 330,000) | AID 435003
697 NFkB inh – inhibitors of the PMA/ionomycin-induced NF-kB reporter in 697 B cells | AID 435022 | inhibition, % at 4 µM | 697 B-cell NF-kB luciferase reporter, 16 h | actives 0.33% (n = 330,000); in the data active = inhibition above about 35%
CCR6 antag – CCR6 (human) receptor antagonism. inhibition, % at 20 µM. CHO-K1 CCR6 PathHunter beta-arrestin, luminescence, CCL20-stimulated. AID 493098. P51684. actives 0.49% (n = 340,000);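 active = compounds whose inhibition of the agonist-driven luminescence signal at 20 µM reaches about 50%, limit read from the data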;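 also: cells stimulated with CCL20 at 14 nM final; plate controls were DMSO with CCL20 for no effect and DMSO without agonist for full effect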
EBI2 antag – blocks human EBI2 receptor beta-arrestin signaling; P32249; EBI2 beta-arrestin recruitment, luminescence, 7a,25-OHC stimulated; actives 0.81% (n = 360,000); inhibition, % at 5 µM; in the data active = inhibition above about 38%;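 also: enzyme fragment complementation signal reports receptor beta-arrestin coupling in cells; 0% = agonist plus DMSO wells and 100% = wells without agonist; some results beyond the cut were filed as inactive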
Target sequence (P32249 whole entry, looked up, the tested form may be a part): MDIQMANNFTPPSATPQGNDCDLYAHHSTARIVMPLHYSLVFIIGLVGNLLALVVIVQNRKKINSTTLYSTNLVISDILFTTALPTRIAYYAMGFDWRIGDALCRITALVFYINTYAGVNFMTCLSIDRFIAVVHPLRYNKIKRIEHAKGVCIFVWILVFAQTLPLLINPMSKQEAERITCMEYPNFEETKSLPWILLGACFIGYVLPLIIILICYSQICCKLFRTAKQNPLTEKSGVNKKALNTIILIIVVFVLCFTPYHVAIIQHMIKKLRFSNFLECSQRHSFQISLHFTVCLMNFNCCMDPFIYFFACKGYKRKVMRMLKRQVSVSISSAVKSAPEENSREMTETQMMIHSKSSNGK
UBC13 inh – inhibitors of human UBC13 polyubiquitin chain formation; P61088; TR-FRET; inhibition, % at 20 µM; actives 0.47% (n = 330,000); in the data active = inhibition above about 45%, passing the limit was not always enough
Target sequence (P61088 whole entry, looked up): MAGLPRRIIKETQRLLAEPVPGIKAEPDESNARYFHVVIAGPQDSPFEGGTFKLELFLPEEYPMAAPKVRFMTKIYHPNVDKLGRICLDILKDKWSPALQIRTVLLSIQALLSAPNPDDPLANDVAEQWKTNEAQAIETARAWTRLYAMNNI
Apaf-1 inh – inhibitors of human Apaf-1 apoptosome. O14727. reconstituted apoptosome caspase-3 activity, DEVD-Rh110 fluorescence. inhibition, % at 20 µM. actives 0.71% (n = 330,000); active = inhibition of at least 40% at 20 µM;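 also: plate controls were DMSO wells for no effect and DEVD-CHO caspase inhibitor wells for full effect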
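Medium: Hepes buffer, pH 7.5 / System: biochemical Apaf-1 apoptosome reconstitution / Measured by: Rh110 fluorescence, excitation 480 nm, emission 540 nm / Times: compound with Apaf-1, dATP, procaspase-3 30 min, then 50 min reaction, room temperature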
The depositor's hits bear a star; nt = not tested or not shown. Rule as the data show it, unless noted: active = inhibition above about 50%; inactive = the rest.

Value order – Gli-Sufu block, SENP8 block, Jurkat NFkB inh, 697 NFkB inh, CCR6 antag, EBI2 antag, UBC13 inh, Apaf-1 inh
> CCn1cc(CN2CCC(C(=O)Nc3cccc(-c4cccc(F)c4)c3)CC2)cn1
 : 18, 1, -1, -41, 16, -11, 6, 12
> CCC(C)OC(=O)C1=C(C)OC23OC(N)=C(C#N)C12C(=O)c1ccccc13 (stereo unspecified)
 : -5, -2, -8, 11, -8, -3, -4, 10
> O=c1cc(-c2ccccc2)[nH]n1-c1ccc([N+](=O)[O-])cc1
 : -19, 79*, -2, -18, 46, 14, -29, 13
> Cc1cc(NC(=O)c2ccc(Cl)cc2Cl)n(CCC#N)n1
 : -6, -15, -3, 0, -16, 6, 0, 4
> COc1cc2c(cc1OC)C(C)N(S(=O)(=O)c1ccc(Cl)nc1)CC2 (stereo unspecified)
 : -4, 3, 2, 5, 17, -8, 0, 12
> Cc1cccc(C(=O)OCC(=O)NCC2COc3ccccc3O2)c1 (stereo unspecified)
 : -2, -9, 9, -1, 8, -11, 0, -2
> O=C(Cc1ccccc1)NC(Nc1cccc2ccccc12)C(Cl)(Cl)Cl (stereo unspecified)
 : -1, 4, 21, 11, 5, 21, 3, 0
> CC1(C)CC(=O)C=C(c2cccnc2)C1
 : -5, -12, -14, -1, -10, 2, -1, 4
> CCn1nc(C)c(CNC(=O)c2cc(COc3ccc(F)cc3Cl)on2)c1C
 : 15, 4, 25, -40, 10, -16, 3, -14
> O=C(Nc1ccc(Oc2ccccc2)nc1)C1CCN(Cc2cccc(F)c2)CC1
 : 21, -10, 8, -7, 13, 18, 0, 16

Some values from the entries so far.
CCn1cc(CN2CCC(C(=O)Nc3cccc(-c4cccc(F)c4)c3)CC2)cn1 @ 697 NFkB inh: -41
O=C(Cc1ccccc1)NC(Nc1cccc2ccccc12)C(Cl)(Cl)Cl (stereo unspecified) @ Gli-Sufu block: -1

Following part.
Value order – Gli-Sufu block, SENP8 block, Jurkat NFkB inh, 697 NFkB inh, CCR6 antag, EBI2 antag, UBC13 inh, Apaf-1 inh
> COc1ccc(C2=NOC(C(=O)NCc3ccccc3)C2)cc1 (stereo unspecified)
 : 55*, 10, 64*, -92, 7, -4, 1, -5
> CC(C)COC(=O)c1ccccc1N1C(=O)C2C3CCC(C3)C2C1=O (stereo unspecified)
 : -12, -14, -5, -4, 9, -2, -13, 4
> Nc1ncnc2c1ncn2[C@@H]1O[C@H](CNCc2cccc(C#Cc3ccccc3)c2)[C@@H](O)[C@H]1O
 : -10, nt, nt, 1, 20, -2, nt, 11
> CC1(C)NC(=O)N(CC(=O)OCC(=O)Nc2cc(S(=O)(=O)N3CCCCC3)ccc2Cl)C1=O
 : -3, -15, 11, 2, 6, -4, 1, 3
> CCOC(=O)c1cc(=O)n2nc(-c3ccc(C)cc3)nc2s1
 : 4, -8, -18, 13, -8, -16, 8, 6
> CC1CCN(C(=O)COC(=O)c2ccc3c(c2)OCCO3)CC1
 : 4, -1, -18, 10, 9, -4, -1, 4
> CC(NC(=O)COC(=O)CNC(=O)C1CCCCC1)c1ccccc1 (stereo unspecified)
 : -7, 5, 9, 18, 5, -1, 5, -9
> Cc1ccc(CNC(=O)Cc2nc3nc(C)cc(C)n3n2)cc1
 : 5, -2, 7, -19, 14, -4, -10, -18
> O=C(CSc1ccc(Cl)cc1)N1CCC(c2nc3ccccc3s2)CC1
 : -1, 5, -4, 0, 5, 82*, 4, 36
> CCC(=O)Nc1ccc(C(=O)CSc2nc(N)cc(N)n2)cc1
 : 3, -12, -4, 4, 2, -3, -13, -10

The results go on:
Value order – Gli-Sufu block, SENP8 block, Jurkat NFkB inh, 697 NFkB inh, CCR6 antag, EBI2 antag, UBC13 inh, Apaf-1 inh
> Cc1cccc(C(=O)OCC(=O)NC2CC2)c1O
 : -2, -13, -13, -5, 2, 5, -22, -3
> O=C(Oc1ccc2c3c(c(=O)oc2c1)CCCC3)c1ccco1
 : 5, -13, 8, -7, -10, -9, 11, 5
> CCOC(=O)C(Sc1cc(-c2ccccc2)nc2ncnn12)C(C)=O (stereo unspecified)
 : -4, -1, 8, 13, 13, -19, -5, 1
> CCCCc1nnc(SCC(=O)Nc2nccs2)n1C
 : 0, 6, 12, 14, 1, -13, 3, -1
> CC(O)c1ccc(Oc2cnccn2)cc1 (stereo unspecified)
 : 1, 1, -9, 12, -1, -3, 8, 0
> CC1CN(c2nc3c(c(=O)n(C)c(=O)n3C)n2Cc2c(F)cccc2Cl)CC(C)O1 (stereo unspecified)
 : 5, -8, -5, -14, 0, -4, -4, -3
> CCN1CCN(C2CC(=O)NC2=O)CC1 (stereo unspecified)
 : nt, 5, -2, -2, nt, nt, 0, -4
> Cc1ccc(NC(=O)c2ccccc2NC(=O)CCC(=O)O)cc1
 : -5, 3, -6, 16, 1, 0, 13, -6
> COc1ccc(NS(=O)(=O)Cc2ccccc2Cl)cn1
 : 10, -6, 11, 11, -20, 7, -12, 3
> CC(NC(=O)c1cc(COc2cccc(C(F)(F)F)c2)on1)c1nccs1 (stereo unspecified)
 : -35, -4, -57, -11, 5, -19, 10, -3

The list goes on.
Value order – Gli-Sufu block, SENP8 block, Jurkat NFkB inh, 697 NFkB inh, CCR6 antag, EBI2 antag, UBC13 inh, Apaf-1 inh
> Cc1onc(-c2c(F)cccc2Cl)c1C(=O)Nc1cccc(S(=O)(=O)N2CCOCC2)c1
 : 2, 7, 1, 5, 2, 4, 3, 3
> COc1cc2c(C(=O)NC3CCCCCC3)cn(C)c(=O)c2cc1OC
 : 4, -6, 0, 7, 10, -3, -7, -3
> Cc1cc(=O)oc2cc(OCC(O)CN3CCN(c4ccccc4)CC3)ccc12 (stereo unspecified)
 : -8, 2, 8, 6, -1, -6, 2, -12
> CCC(C)(C)NC(=O)C(c1cccnc1)N(C(=O)c1csnn1)c1ccc(C)cc1 (stereo unspecified)
 : 8, -2, 11, 6, 10, -4, -10, 0
> O=C(Cc1ccccc1)NCC(=O)Nc1ccccc1Br
 : 1, 1, -14, 7, 2, -4, 5, 1
> C(=N\Nc1nc(-c2ccccc2)cs1)/c1cccs1
 : -68, 31, -81, -125, 19, -10, -8, 15
> Cc1ccc(S(=O)(=O)N2CCOCC2)cc1NC(=O)CSCc1c(C)noc1C
 : 0, -2, 10, 1, -3, -10, -5, 7
> Cn1c(=O)c2c(ncn2CC(=O)OCC(=O)Nc2cccc(Cl)c2)n(C)c1=O
 : -6, -8, -3, 3, 1, -1, 2, -3
> COc1cc2c(C(=O)NCCCN3CCN(c4cccc(Cl)c4)CC3)cn(C)c(=O)c2cc1OC
 : 13, -3, 9, 3, -13, 2, 3, 4
> CCCNC(=O)C(CC)NC(=O)c1cccc([N+](=O)[O-])c1 (stereo unspecified)
 : -3, 4, 3, 14, 7, -3, 7, -8

(continued)
Value order – Gli-Sufu block, SENP8 block, Jurkat NFkB inh, 697 NFkB inh, CCR6 antag, EBI2 antag, UBC13 inh, Apaf-1 inh
> Cn1cnc2c(=O)sc3ccccc3c21
 : -5, 9, -10, 9, 3, 0, 1, -23
> CCN(CC(=O)Nc1ccc(S(=O)(=O)N2CCCC2)cc1)Cc1ccccc1
 : 6, 12, 8, 10, 18, -1, 8, 2
> O=C(c1cc(-c2ccc(Cl)cc2)on1)N1CCCC1
 : -81, 33, -126, -126, 14, -6, 3, 7
> CCOc1ccc(S(=O)(=O)N2CCN(C(=O)CCOc3ccccc3C)CC2)cc1
 : 5, 3, 12, -10, 12, 30, 3, 8
> COc1ccc(C(=O)N(CN2CCCC2=O)c2ccccc2OC)cc1OC
 : 4, -12, -7, 5, 8, 3, -10, 4
> CCOCCCNC(=O)CN1C(=O)COc2ccc(S(=O)(=O)N3CCC(C)CC3)cc21
 : -10, -2, -5, 6, 0, -11, 6, 0
> CCC(C)[C@H](NC(=O)N1CCCCCC1)C(=O)OC (stereo partly specified)
 : 2, -1, -5, 8, 1, -6, 3, -9
> CCc1c(C)nc(N2CCN(c3cccc(OC)c3)CC2)[nH]c1=O
 : 8, -1, 11, 11, 4, 2, 3, 1
> CCOc1ccc(Oc2nc(Nc3ccc(C)cc3)nc(N(C)C)n2)nn1
 : 12, -9, 7, -16, 22, -3, -15, 10
> CCOC(=O)N1CCN(C(=O)c2ccc(N3C(=O)c4ccccc4C3=O)cc2)CC1
 : -3, -5, 1, 11, 7, -7, 3, -5

The results go on.
Value order – Gli-Sufu block, SENP8 block, Jurkat NFkB inh, 697 NFkB inh, CCR6 antag, EBI2 antag, UBC13 inh, Apaf-1 inh
> COc1cccc(/C=C/C(=O)OCC(=O)NCC2CCCO2)c1 (stereo unspecified)
 : -9, -14, 4, -7, 4, -2, 0, -4
> CC1(C)CC(NC(=O)C(=O)NCCc2ccccc2)CC(C)(C)N1
 : -3, 0, -2, 15, 2, -8, -1, -15
> Cc1cccn2cc(-c3cccc(S(=O)(=O)N4CCOCC4)c3)nc12
 : -2, 0, 1, 8, 22, -5, 3, 5
> CCCCNC(=O)CC1N=C2c3ccccc3N=C(SCC(=O)Nc3cccc(C)c3)N2C1=O (stereo unspecified)
 : 23, 8, 0, 9, 10, -3, 2, -10
> CN1C(=O)C(C(=O)Nc2ccccc2F)c2ccccc21 (stereo unspecified)
 : 1, -11, -11, 9, 12, -9, -1, -19
> O=S(=O)(Nc1nc2cc3c(cc2nc1Cl)OCCO3)c1ccccc1
 : -2, 0, -8, 10, 0, -5, -6, 1
> COc1ccc(-c2ccc3c(N)c(C(=O)NC(C)C)sc3n2)cc1OC
 : -6, -3, 3, 4, 1, 15, 2, -3
> COc1ccccc1C(=O)Nc1c2c(nn1-c1ccc(Cl)cc1)CS(=O)(=O)C2
 : 20, 4, 8, -19, 10, 17, 20, 2
> N#Cc1c(-c2cccs2)cc(-c2cccnc2)nc1N
 : 6, 4, -8, 14, 2, -3, 18, 7
> C=CCn1c2ccccc2c2nnc(SC(CC)C(=O)Nc3nc(C)c(C(=O)OCC)s3)nc21 (stereo unspecified)
 : -11, 3, 7, 1, 16, 5, 9, 27

Carrying on:
Value order – Gli-Sufu block, SENP8 block, Jurkat NFkB inh, 697 NFkB inh, CCR6 antag, EBI2 antag, UBC13 inh, Apaf-1 inh
> CC(=O)NC1=NN(C(C)=O)C(c2ccccn2)S1 (stereo unspecified)
 : -2, -1, 0, 17, 14, -2, 5, -15
> CC(CCc1ccccc1)N(C)CC(O)c1cccc([N+](=O)[O-])c1 (stereo unspecified)
 : 3, 7, 6, 9, 12, 0, 14, -18
> O=C(NC(=S)Nc1ccc(C(=O)N2CCOCC2)cc1)c1ccc([N+](=O)[O-])cc1
 : -4, -2, -8, 3, 63*, -2, -10, -6
> CC(C)C(C)NC(=O)CN1C(=O)NC2(CCCCCC2)C1=O (stereo unspecified)
 : -4, 1, -5, -8, -7, -10, -5, 10
> O=C(COC(=O)c1ccc(S(=O)(=O)C(F)F)cc1)Nc1ccccc1C(=O)NC1CC1
 : 2, 0, -3, 1, -9, 3, 3, -2
> CCCCNC(=S)NNC(=O)C12CC3CC(CC(C3)C1)C2
 : -4, 6, 5, -2, 10, -9, 3, -2
> COc1ccc(-c2c(-c3cc(OC)cc(OC)c3)n(C)c3ccc(-c4cc(F)cc(OC)c4)cc23)cc1
 : 11, -8, 1, 17, 14, -2, 30, 0
> CCCCc1nn(-c2cc(Cl)ccc2OC)c2c1C(=O)CC(C)(C)C2
 : 19, 1, 1, 31, -1, 9, -1, 12
> Cc1ccc2c(c1)c(C)cc(=O)n2CCC(=O)O
 : 2, -10, -6, 17, -10, -10, -13, -37
> COc1ccccc1NC(=O)c1ccc(S(=O)(=O)N2CCCC(C)C2)cc1 (stereo unspecified)
 : 22, 2, -3, -14, -1, 6, -6, 12
> CCNC(=O)CSc1nnc(CN2CCCCCC2=O)n1-c1ccccn1
 : -2, -9, 0, -5, -2, -3, -3, -15
> CC(=O)N[C@@H](CC(=O)N[C@H](CCC(=O)O)C(=O)O)C(=O)O
 : 1, 1, 13, 12, -1, 2, 2, -11

Not all compounds are listed, so the mix of outcomes need not match the whole.
